Screening results (PubChem)
AmpC det inh: inhibitors of E. coli AmpC beta-lactamase with detergent. P00811. purified AmpC, nitrocefin hydrolysis with detergent. Potency, µM (highest dose often 28.7 µM), inactives show at the top dose activity change, negative = inhibition. 0.09% of 71,000 active; active means well fitted curve in the direction sought with a large enough effect
Target sequence (P00811 whole entry, looked up): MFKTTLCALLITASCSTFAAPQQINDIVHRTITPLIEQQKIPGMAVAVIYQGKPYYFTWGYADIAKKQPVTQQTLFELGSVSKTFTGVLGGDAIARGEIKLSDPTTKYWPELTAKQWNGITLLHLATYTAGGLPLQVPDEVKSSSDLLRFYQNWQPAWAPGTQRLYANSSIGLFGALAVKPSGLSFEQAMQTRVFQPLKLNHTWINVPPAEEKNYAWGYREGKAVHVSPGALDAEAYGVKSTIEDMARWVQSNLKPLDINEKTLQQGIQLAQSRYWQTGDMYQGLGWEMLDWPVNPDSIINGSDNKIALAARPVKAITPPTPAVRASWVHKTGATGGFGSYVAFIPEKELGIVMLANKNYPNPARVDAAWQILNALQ
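E. coli AmpC (5.3 nM) in 20 mM phosphate pH 7.0 with 0.01% Triton X-100, preincubated 15 min RT with compound; nitrocefin (2 uL of 800 uM stock) hydrolysis followed by 480 nm absorbance every 20 s over 4 min.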
* = called active by the depositor; [ ] = another dose, or the depositor's remark. On the % scale 0 is the no-effect control and ±100 the full control effect; potency means the concentration at half of the fitted maximal effect. The list is partial; count on the stated rates, not on these rows.

SMILES	AmpC det inh
O=C(CSc1nnc(Cc2cc(=O)[nH]c(=O)[nH]2)n1-c1ccc(F)cc1)NC1CCCC1	3%
O=S(=O)(Cc1ccc(Cl)cc1)NCC1CCCO1 (stereo unspecified)	-4%
c1cncc(C2CC(c3cccs3)n3ncnc3N2)c1 (stereo unspecified)	-3%
Cc1cc2c(s1)c1cnn(Cc3ccccc3F)c(=O)c1n2C	12%
c1ccc(-n2cnnc2SCc2cn3ccccc3n2)cc1	15%
O=C(O)c1ccc(-n2nc(C(F)(F)F)c3c2-c2ccoc2CC3)cc1	-2%
CC(C)C[C@H](NC(=O)NCCc1ccc(Cl)cc1)C(=O)O	1%
CCCC(c1nnnn1C(C)(C)CC)N1CCN(C2CCCC2)CC1 (stereo unspecified)	11%
Cc1cccc(CNc2ncnc3ccc(-c4ccc(C(=O)N(C)C)cc4)cc23)c1	11%
CCOC(=O)C1=C(c2ccccc2)Nc2nc(C)nn2C1c1cccc(OC)c1OC (stereo unspecified)	-1%
COc1ccc(-c2nnn(CC(=O)c3ccc4c(c3)OCCO4)n2)cc1OC	-1%
CN(C)C1(c2nnnn2-c2ccc(Cl)cc2)CCCCC1	11%
Cc1c(Cl)cccc1NC(=O)CSc1nnc(CCNC(=O)OC(C)(C)C)o1	7%
CCCn1c(SCC(=O)c2cc(OC)ccc2OC)nc2c1c(=O)n(C)c(=O)n2C	8%
N#Cc1c(NC(=O)Cn2c(=O)oc3ccccc32)oc(-c2ccccc2)c1-c1ccccc1	1%
Cn1c(Cc2ccc3c(c2)OCO3)nnc1SCC(=O)N1CCc2ccccc2C1	8%
O=C(NCCSCc1ccco1)c1ccc(CN2CCOCC2)cc1	7%
O=C(NC(Cc1ccccc1)C(=O)OCC(=O)N1CCc2ccccc21)c1ccco1 (stereo unspecified)	10%
Clc1ccc([C@@H](c2ccccc2Cl)C(Cl)Cl)cc1	-2%
O=C(NCc1ccc(F)cc1)c1ccc(CS(=O)(=O)Cc2ccccc2F)o1	0%
Cn1c(=O)c2c(ncn2Cc2ccc(Cl)c(Cl)c2)n(C)c1=O	-4%
CCN1CCN(C(=O)CN(c2cc(OC)ccc2OC)S(C)(=O)=O)CC1	-1%
COc1ccc2[nH]cc(C(=O)CN3CCN(C4CCCCC4)CC3)c2c1	-1%
COC(=O)c1ccc(C)c(N(CCO)CCO)c1	1%
CC1=CC(C)C(/C=N/n2cnnc2)C(C)C1 (stereo unspecified)	-1%
Cc1nn(CCC(=O)O)c2nc(-c3cccnc3)cc(C(F)(F)F)c12	0%
CCOc1ccccc1N1CC(O)=C(c2nc3ccccc3s2)C1=N	-4%
CC1(C)S[C@@H]2[C@H](NC(=O)[C@H](N)c3ccccc3)C(=O)N2[C@H]1C(=O)O	-26%
COCCn1c(SCC(=O)Nc2cccc(C(=O)OC)c2)nc2ccccc2c1=O	1%
Cc1ccc(C)c(S(=O)(=O)NCc2ccc(C(=O)N3CCN(C)CC3)cc2)c1	-5%
COc1ccc(S(=O)(=O)Nc2ccc(O)c3ccccc23)cc1	-6%
O=C(Nc1cccnc1)c1ccc(COCC(F)(F)F)cc1	12%
Cc1ccc2c(c1)c(C)c(C)n2CC(O)Cn1nc(C)cc1C (stereo unspecified)	11%
O=C(Nc1cc(N2CCOCC2)ncn1)NC1(C(F)(F)F)Oc2ccc(Cl)cc2O1 (stereo unspecified)	1%
O=C(c1csnn1)N1CCC2(CCCN(c3ccccc3)C2)CC1	0%
COc1cc(C(=O)N2CCN(C(=O)C(Cc3cc(C)ccc3C)NC(C)=O)CC2)cc(OC)c1OC (stereo unspecified)	-2%
CN1CCN(C(=O)CCC(=O)c2ccc(F)cc2)CC1	-4%
CCOCCCNC(=O)NC12CC3CC(CC(C3)C1)C2	-2%
CCSC1=C(C#N)C2(CCCCC2)C(C#N)=C(N)N1	-2%
CC12CC(NC(=O)N1c1cccc(C(=O)N3CCN(c4ccccc4)CC3)c1)c1ccccc1O2 (stereo unspecified)	-4%
COc1nc(N2CCOCC2)nc(-n2cccc2)n1	-5%
CCn1c(CCNC(=O)c2cccs2)nnc1SCC(=O)c1ccc(OC)cc1	16%
CCN1CCN(C(=O)CCN2C(=O)COc3ccc(C)cc32)CC1	-2%
COc1ccc(C)cc1-n1nnnc1SCC1CCCCO1 (stereo unspecified)	-2%
CC(C)OC(=O)c1cc(NC(=O)C2C3CCC(O3)C2C(=O)O)cc(C(=O)OC(C)C)c1 (stereo unspecified)	-2%
Cc1ccc(NS(=O)(=O)c2cn(C)cn2)cc1	-4%
O=C(O)CCC(=O)OCC1CCCO1 (stereo unspecified)	0%
O=C1CCCCCN1C(=O)c1cccc(C(=O)N2CCCCCC2=O)c1	2%
O=C(O)[C@H]1C2c3ccccc3C(c3ccccc32)[C@@H]1C(=O)NCC1CC1	-3%[5.75 µM]
Cn1nnnc1SCC(=O)N1c2ccccc2Sc2ccccc21	-1%
O=c1c2[nH]c3ccccc3c2ncn1CCN1CCNCC1	-1%
CCCn1c(-c2ccc(OC)cc2)nc2nc3ccccc3nc21	-5%
COc1ccc(S(=O)(=O)N2Cc3ccccc3CC2C(=O)Nc2nccs2)cc1OC (stereo unspecified)	-4%
Cc1cc(C)c2c(N)c(C(=O)N3CCN(c4ncccn4)CC3)sc2n1	-5%
COc1ccc(C2=C(O)C(C)N(c3ccccc3)C2=N)cc1OC (stereo unspecified)	0%
COc1ccc(CCCc2nnc(SCC(=O)Nc3nc(C)cs3)n2C)cc1	-4%
O=C(O)[C@@H]1[C@@H](C(=O)Nc2ncccn2)[C@@H]2C=C[C@@H]1O2	-5%[5.75 µM]
Cc1cc(C)nc(NS(=O)(=O)c2ccc(Br)s2)c1	8%
Cc1ccc(N2CCN(c3cc(C)nc4nc(C)nn34)CC2)c(C)c1	8%
CC(C)n1nc(C(=O)Nc2nc3ccc(S(C)(=O)=O)cc3s2)c2ccccc2c1=O	0%

(next part)
SMILES	AmpC det inh
CCCCC(=O)Nc1ccc(N2CCN(C(=O)CC)CC2)cc1	-6%
O=S(=O)(/C=C/c1ccccc1)NCCc1ccccn1	-1%
CCOC(=O)/C(C#N)=C1/C=C(C)NC(c2ccccc2O)=N1	-2%
CC(C)(C)NC(=O)CSc1nnc(-c2ccccn2)n1-c1ccccc1	7%
CS(=O)(=O)N(CC(=O)N1CCOCC1)c1ccc2c(c1)OCO2	-1%
Nn1cnnc1	10%
COc1ccc(NCc2ccc3c(c2)OCO3)cc1Cl	-4%
CN(C)c1oc(-c2ccccc2Cl)nc1S(=O)(=O)c1ccccc1	11%
CCOC(=O)CSc1nc2cc(C)ccc2cc1C#N	-4%
Cc1cc(C)n2nc(SCN3C(=O)c4ccccc4C3=O)nc2n1	-5%
CCOC(=O)c1ccc2c(c1)nc(SCC(=O)c1ccco1)n2CC	15%
c1cc(Nc2ncnc3sccc23)cc(-c2nnc3n2CCCCC3)c1	2%
CNC(=O)c1[nH]cnc1C(=O)Nc1cccc(OC)c1	-7%
CCOCC(=O)Nc1cc(OC)c(Cl)cc1OC	-7%
O=C(CSc1n[nH]c(-c2ccc(S(=O)(=O)N3CCCCC3)cc2)n1)Nc1nccs1	-2%
COc1ccc(NC2CC(=O)N(c3cccc(C)c3)C2=O)cc1 (stereo unspecified)	-4%
O=C(CN1C(=O)C2(OCCO2)c2ccccc21)c1ccc(Br)cc1	-7%
CCCCCOC(=O)Cn1c(=O)oc2ccccc21	11%
CCC(C)(C)n1c(=O)[nH]c2c(c1=O)CCC2	-3%
NS(=O)(=O)c1ccc(NC(=O)CSC2=NC(=O)C(c3ccccc3)C(=O)N2)cc1 (stereo unspecified)	8%
CC1Cc2nc(SCC(=O)N3CCOCC3)n(-c3ccccc3)c(=O)c2S1 (stereo unspecified)	10%
CCOC(=O)Cn1nnnc1CN(Cc1ccc(OC)cc1)Cc1cc2cc(CC)ccc2[nH]c1=O	16%
CC(C)(C)N1C(=O)c2ccc(C(=O)O)cc2C1=O	7%
Cc1cc(C(=O)OCC(=O)Nc2ccc(F)cc2)c(C)o1	-1%

18 entries from above, set out differently.
mol | AmpC det inh
CC(C)(C)NC(=O)CSc1nnc(-c2ccccn2)n1-c1ccccc1 | 7%
CS(=O)(=O)N(CC(=O)N1CCOCC1)c1ccc2c(c1)OCO2 | -1%
Nn1cnnc1 | 10%
COc1ccc(NCc2ccc3c(c2)OCO3)cc1Cl | -4%
CN(C)c1oc(-c2ccccc2Cl)nc1S(=O)(=O)c1ccccc1 | 11%
CCOC(=O)CSc1nc2cc(C)ccc2cc1C#N | -4%
Cc1cc(C)n2nc(SCN3C(=O)c4ccccc4C3=O)nc2n1 | -5%
CCOC(=O)c1ccc2c(c1)nc(SCC(=O)c1ccco1)n2CC | 15%
c1cc(Nc2ncnc3sccc23)cc(-c2nnc3n2CCCCC3)c1 | 2%
CNC(=O)c1[nH]cnc1C(=O)Nc1cccc(OC)c1 | -7%
CCOCC(=O)Nc1cc(OC)c(Cl)cc1OC | -7%
O=C(CSc1n[nH]c(-c2ccc(S(=O)(=O)N3CCCCC3)cc2)n1)Nc1nccs1 | -2%
COc1ccc(NC2CC(=O)N(c3cccc(C)c3)C2=O)cc1 (stereo unspecified) | -4%
O=C(CN1C(=O)C2(OCCO2)c2ccccc21)c1ccc(Br)cc1 | -7%
CCCCCOC(=O)Cn1c(=O)oc2ccccc21 | 11%
CCC(C)(C)n1c(=O)[nH]c2c(c1=O)CCC2 | -3%
NS(=O)(=O)c1ccc(NC(=O)CSC2=NC(=O)C(c3ccccc3)C(=O)N2)cc1 (stereo unspecified) | 8%
CC1Cc2nc(SCC(=O)N3CCOCC3)n(-c3ccccc3)c(=O)c2S1 (stereo unspecified) | 10%

(cont.)
SMILES	AmpC det inh
COc1ccc(OC)c(C2C(C(C)=O)=C(O)C(=O)N2CCC(=O)O)c1 (stereo unspecified)	7%
CCn1c2ccccc2c2nnc(SCN3C(=O)c4ccccc4C3=O)nc21	-3%
O=C(C1CCCN(S(=O)(=O)c2cccs2)C1)N1CCC(N2CCCCC2)CC1 (stereo unspecified)	31%
O=C(COc1ccc2c(c1)CCC2)N1CCc2ccccc21	-6%
COCCn1nnnc1C(c1ccc(OC)c(OC)c1)N1CCc2ccccc21 (stereo unspecified)	-6%
COc1cc(C)c2occ(/C(C)=N\O)c2c1	5%
O=S(=O)(c1cccc(-n2cnnn2)c1)N1CCOCC1	-2%
Cc1ccc2cc(-c3noc(C4CCCCC4)n3)c(=O)[nH]c2c1	12%
O=C(c1cc(C2CC2)on1)N1CCN(c2ccc(F)cc2)CC1	6%
O=C(CCSc1ccccc1)NCC1CCCO1 (stereo unspecified)	-4%
CCOC(=O)C1=C2N(C)c3ccccc3N2CCC1=O	1%
O=C(CSc1nc2nc(-c3cccs3)cc(C(F)(F)F)c2c(=O)[nH]1)NCc1ccco1	-4%
CC(C)Cn1c(SCc2nnc(-c3cccs3)o2)nc(O)cc1=O	-2%
O=C(c1cc(C(F)(F)F)cc(C(F)(F)F)c1)N1CCC[C@@]2(CCN(Cc3ccccc3)C2)C1	-4%
COc1ccc(S(=O)(=O)Cc2ccc(C(=O)N3CCN(c4ncccn4)CC3)o2)cc1	5%
Cc1c(C(=O)NCCCN2CCCC2=O)oc2ccc(S(=O)(=O)N3CCOCC3)cc12	-3%
CCc1nc(N)c(C#N)c(-c2cccn2C)c1C	-1%
Cc1ccc2nsnc2c1S(=O)(=O)N1CCCC1	1%
O=C(CCCCn1c(=O)[nH]c2ccccc2c1=O)NCCC1=CCCCC1	-2%
COc1c(S(=O)(=O)N2CCCC2)ccc(Cl)c1Cl	-9%
CCOc1ccccc1N(C(=O)c1ccco1)C(C(=O)NC1CCCC1)c1cccnc1 (stereo unspecified)	-3%
CC1(C)Oc2ccc(C(=O)NC3CCCC3)cc2N(CC(=O)NC2CCCC2)C1=O	4%
c1ccc(CCn2nnnc2CN2CCc3ccccc32)cc1	6%
CCN(CCCNC(=O)CN(C)S(=O)(=O)c1ccc2c(c1)CCC(=O)N2)c1cccc(C)c1	-8%
CCOc1cc2[nH]c(=O)n(CCC(=O)N3CCN(c4ccccc4OC)CC3)c(=O)c2cc1OCC	-1%
CC(=O)OC1CC(C)OC(C)O1 (stereo unspecified)	11%
O=C1NC(=O)C2(Cc3ccccc3N3CCCC32)C(=O)N1c1ccc(Cl)cc1 (stereo unspecified)	-4%
COc1cccc(Cn2c(=O)c(-c3cccs3)nc3cnc(OC)nc32)c1	0%
CCN(CC)CC(=O)c1ccc(-c2ccccc2)cc1	-1%
COc1ccc(OC)c(S(=O)(=O)n2nnc3ccccc32)c1	5%
Cc1c(C(=O)O)nc(/C=C\C(=O)O)[nH]c1=O	0%[5.75 µM]
CCCCC[C@H](O)/C=C\[C@@H]1[C@H](O)CC(=O)[C@@H]1CCCCCCC(=O)O	-5%[12.8 µM]
COc1cccc(OCC(=O)NC2CCCCC2)c1	1%
COc1cccc(Nc2ncc3nc(-c4ccccc4)c(=O)n(C)c3n2)c1	-2%
CCN(CC(=O)NCc1cccs1)c1ccc(S(=O)(=O)N2CCOCC2)cn1	12%
CCCCN(Cc1cc2cc(OC)ccc2[nH]c1=O)C(=O)c1ccccn1	-3%
COc1ccc(C2CC(c3ccccc3)Nc3nc(NC(=O)c4cccs4)nn32)cc1 (stereo unspecified)	-3%
CCN(CC)S(=O)(=O)c1ccc(C(=O)NC2=C(C(=O)OC)SCC2)cc1	3%
O=C(Cn1cnc2c(nnn2-c2ccccc2)c1=O)NCC1CCCO1 (stereo unspecified)	9%
COC(=O)[C@@]1(Cc2ccc(OC)cc2)[C@@H]2[C@@H](CC(=O)[C@H]2CC(=O)C(=O)N2CCCC2)CN1C(=O)c1ccccc1	-1%
O=C(NCC1COc2ccccc2O1)C1CCCN(S(=O)(=O)c2cccc3nsnc23)C1 (stereo unspecified)	19%
CCc1nc2c(c(=O)[nH]1)C1(CCCC1)Cc1ccccc1-2	9%
Cc1ccc(S(=O)(=O)NC(=O)NN2CCCCCC2)cc1	2%[12.8 µM]
COc1ccc(CN2CN(C(C)C)CSC2=S)cc1	0%
COc1ccc(-c2noc(-c3ccccc3C(=O)Nc3cccc(OC)c3)n2)cc1	-2%
